Screens deposited in PubChem by several laboratories.
MCL1 BIM primary: MCL1-BIM-BH3 interaction inhibition (human). Q07820. inhibition, % at 10.9 µM. GST-MCL1 / FITC-Bim-BH3 fluorescence polarization. actives 0.68% (n = 320,000);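 active = inhibition above the mean inhibition of all tested compounds plus 3 SD, set per campaign, cut at about 40% in these data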;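 note: 0% = DMSO wells and 100% = unlabeled Bim-BH3 peptide control; higher means more loss of mP so more displacement of Bim peptide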
CIT2-GFP yeast: modulators of TOR pathway CIT2-GFP in S. cerevisiae. AID 2029. GFP response vs DMSO, % at 10 µM. S. cerevisiae CIT2-GFP strain, flow cytometry, 3 h; 100 means same as DMSO wells. actives 0.065% (n = 320,000);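 active = GFP response relative to DMSO above a set limit, near the screen mean plus 3 SD, cut at about 150% in these data; inconclusive = Fewer than 70 cells measured for a yeast strain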;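 note: ratio of well median GFP fluorescence to mean of DMSO wells on the plate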
MEX-5 binding: C. elegans MEX-5 TCR-2 RNA binding activity | MEX-5/FITC-TCR2 RNA binding, fluorescence polarization; active compounds read low | activity score (negative = inhibition of binding), % at 10 µM | Q9XUB2 | AID 1832 | actives 0.38% (n = 300,000);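 active = inhibition past about -25% in most replicates, and total fluorescence under double the plate's negative control median, limit read from the data; inconclusive = replicates evenly split on the limit, or fluorescence at least double controls; inactive = too little inhibition in most replicates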;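 note: 0% = DMSO and -100% = 5 µM competing unlabeled TCR2 RNA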
Bcl-xL primary: inhibitors of human Bcl-xL | GST-Bcl-xL / FITC-Bim BH3 peptide fluorescence polarization | inhibition, % at 10.9 µM | actives 0.7% (n = 320,000) | Q07817;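 active = inhibition above the mean of all tested compounds plus 3 SD, cutoff set per campaign, cut at about 30% in these data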;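 note: 0% = DMSO wells and 100% = unlabeled Bim-BH3 peptide competitor; inhibitors lower millipolarization by displacing the labeled peptide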
Target sequence (Q07817 whole entry, looked up): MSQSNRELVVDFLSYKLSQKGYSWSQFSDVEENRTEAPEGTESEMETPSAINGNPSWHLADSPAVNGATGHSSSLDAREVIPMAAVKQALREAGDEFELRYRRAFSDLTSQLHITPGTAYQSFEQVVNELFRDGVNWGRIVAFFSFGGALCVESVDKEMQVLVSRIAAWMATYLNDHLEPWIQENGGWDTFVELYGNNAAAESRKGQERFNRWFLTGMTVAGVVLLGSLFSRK
Yeast superoxide: lowers age-related superoxide in aged yeast cells. S. cerevisiae aged cells, superoxide DHE fluorescence; active compounds read low. superoxide response (% of plate mean), % at 10 µM. actives 0.18% (n = 330,000). AID 2690;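 active = superoxide response under a set limit, about three screen SD below normal, cut at about 65% in these data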;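 note: yeast aged for seven days with compound at 30 °C before DHE staining; 100% = average MFI of all compound-treated wells on the plate with controls excluded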
GLD-1 RNA inh: GLD-1-TGE RNA interaction inhibition (C. elegans); Q17339; purified GLD-1 + fluorescein TGE RNA, fluorescence polarization; inhibition, % at 5.96 µM; actives 0.44% (n = 320,000); AID 2280;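 active = percent inhibition above a per-plate cutoff, the plate mean of test compounds plus 3 SD, cut at about 30% in these data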;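 note: 0% = DMSO wells with GLD-1 and probe and 100% = wells lacking GLD-1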
Target sequence (Q17339 whole entry, looked up): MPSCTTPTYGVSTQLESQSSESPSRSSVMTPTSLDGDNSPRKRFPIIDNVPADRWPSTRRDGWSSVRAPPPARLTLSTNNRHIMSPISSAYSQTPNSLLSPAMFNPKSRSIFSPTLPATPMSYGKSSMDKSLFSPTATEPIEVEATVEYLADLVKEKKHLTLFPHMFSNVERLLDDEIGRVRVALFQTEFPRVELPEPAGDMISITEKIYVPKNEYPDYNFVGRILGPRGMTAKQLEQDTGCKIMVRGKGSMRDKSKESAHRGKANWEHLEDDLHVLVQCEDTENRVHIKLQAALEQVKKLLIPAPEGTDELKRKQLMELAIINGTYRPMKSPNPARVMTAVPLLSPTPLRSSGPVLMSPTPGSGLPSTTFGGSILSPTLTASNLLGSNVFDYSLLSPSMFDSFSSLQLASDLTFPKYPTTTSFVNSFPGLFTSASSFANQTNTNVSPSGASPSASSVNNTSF
GRK2 aptamer HTS: human GRK2 inhibition via aptamer displacement; inhibition of aptamer binding, % at 10 µM; AID 488847; bead flow cytometry, FAM-aptamer displacement from GRK2; actives 0.59% (n = 330,000); P25098;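 active = inhibition of aptamer binding above 40%, roughly 3 SD of noise, on plates passing a quality check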;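 note: median bead fluorescence of bound FAM aptamer so fluorescent compounds give negative values; no value below 0 was filed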
VLA-4 inh: inhibition in a human VLA-4 binding assay. VLA-4 expressing cells, ligand binding flow cytometry. AID 2557. actives 0.2% (n = 330,000). inhibition, % (about 7 µM as worked out from the volumes in the protocol); in the data active = inhibition above about 50%
AGP1 TOR yeast: yeast TOR pathway AGP1-GFP modulation. S. cerevisiae AGP1-GFP multiplex flow cytometry, 3 h; GFP as percent of DMSO wells. GFP response vs DMSO, % at 10 µM. actives 0.02% (n = 320,000). AID 2066;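 active = GFP response relative to DMSO above a set limit, near screen average plus 3 SD, cut at about 150% in these data; inconclusive = fewer than 70 cells counted for the yeast strain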;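 note: median GFP channel fluorescence of the gated AGP1 strain per well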
An asterisk follows results filed as active; ? = inconclusive; · = no result given. Compounds as they come; overall some 2.1% were active at least once.

No.	smiles	MCL1 BIM primary	CIT2-GFP yeast	MEX-5 binding	Bcl-xL primary	Yeast superoxide
1	CCOc1ccc(CCNC(=O)c2cccs2)cc1OCC	0	103	-0.6	4	100
2	CCOC(=O)C(CC)/C(C)=N/NC(=O)c1ccccc1[N+](=O)[O-] (centres undefined)	3	93	-2.6	3	105
3	Cc1ccc(-n2c(-c3ccccc3)c[n+]3c2CCC3)cc1	3	100	0.7	4	87
4	Cc1ccc(C2CC(c3ccccc3Cl)n3nc(N)nc3N2)cc1 (centres undefined)	1	101	-2.6	12	94
5	COc1ccccc1NC(=O)Nc1ccnn1Cc1cccs1	-2	78	-2.2	4	98
6	CCN1CCN(C(=O)c2ccc(Cn3c(=O)[nH]c4cc(OC)c(OC)cc4c3=O)cc2)CC1	0	103	-0.6	9	91
7	CCn1cc(C(=O)N2CCN(Cc3ccc4c(c3)OCO4)CC2)c2cc(OC)c(OC)cc2c1=O	-6	95	0.8	0	90
8	Cc1cc(C)c(C(=O)COC(=O)c2cc([N+](=O)[O-])ccc2NCCO)cc1C	4	101	4.7	3	97
9	CN1CCCC(CC2c3ccccc3Sc3ccccc32)C1 (centres undefined)	-1	100	·	-6	96
10	CN1CCN(C(=O)CN(C)S(=O)(=O)c2cc(Cl)ccc2Cl)CC1	3	106	-4.4	2	96
11	Cc1c(C(=O)O)oc2c3c(ccc12)OCCO3	9	94	0.4	6	91
12	Cc1cc(C)cc(NC(=O)Cn2c(=O)oc3cc(S(=O)(=O)N4CC(C)CC(C)C4)ccc32)c1 (centres undefined)	2	99	-4.2	3	105

No.	GLD-1 RNA inh	GRK2 aptamer HTS	VLA-4 inh	AGP1 TOR yeast
1	0	3	34	102
2	6	0	4	101
3	0	2	-4	93
4	2	1	4	103
5	5	4	33	94
6	4	1	10	113
7	4	0	-3	105
8	-2	3	-4	102
9	1	0	14	104
10	2	0	12	100
11	-2	0	9	96
12	-1	0	-16	104

Quoted at random: three records from the list, in no set order.
No.	smiles	MCL1 BIM primary	CIT2-GFP yeast	MEX-5 binding	Bcl-xL primary	Yeast superoxide
10	CN1CCN(C(=O)CN(C)S(=O)(=O)c2cc(Cl)ccc2Cl)CC1	3	106	-4.4	2	96
11	Cc1c(C(=O)O)oc2c3c(ccc12)OCCO3	9	94	0.4	6	91
2	CCOC(=O)C(CC)/C(C)=N/NC(=O)c1ccccc1[N+](=O)[O-] (centres undefined)	3	93	-2.6	3	105

No.	GLD-1 RNA inh	GRK2 aptamer HTS	VLA-4 inh	AGP1 TOR yeast
10	2	0	12	100
11	-2	0	9	96
2	6	0	4	101

Other compounds.
No.	smiles	MCL1 BIM primary	CIT2-GFP yeast	MEX-5 binding	Bcl-xL primary	Yeast superoxide
13	Cc1ccc(-c2cc(C(=O)Nc3ccncc3)c3ccccc3n2)cc1	5	103	-1.7	1	103
14	CCOc1ccc2nc(NS(=O)(=O)Cc3ccccc3)sc2c1	3	92	1.2	1	92
15	C[C@@H](NC(=O)c1nc[nH]c1C(=O)OCc1ccccc1)c1ccccc1	-4	102	·	0	117
16	COc1ccc(OC)c(N2C(=O)CC(NNC(=O)c3ccc4c(c3)OCO4)C2=O)c1 (centres undefined)	·	110	·	·	91
17	O=C(Cc1ccc([N+](=O)[O-])cc1)OCc1ccc([N+](=O)[O-])cc1	0	88	-1.0	6	88
18	O=C(COC(=O)c1ccc(Cl)cc1O)NCCN1C(=O)CSC1=O	-6	102	0.6	-11	88
19	O=C(O)CCC(=O)NNc1nc(-c2ccccc2)c2cc(Cl)ccc2n1	2	99	-44*	4	105
20	CC(C)c1ccc(NNC(=O)C2CCC2)cc1	-1	107	-2.9	7	99
21	Cn1cnc2c(N/N=C/c3cccs3)ncnc21	7	99	-2.6	3	106
22	CCCCn1c(N)c(N(CC(C)C)C(=O)CN(C)S(=O)(=O)c2ccc(NC(C)=O)cc2)c(=O)[nH]c1=O	-15	96	0.5	-8	98
23	O=C(N/N=C\c1cc(Br)cs1)c1ccncc1	3	83	-0.4	1	99
24	Cc1nc2c(=O)n(C)c(=O)n(C)c2nc1Cl	1	98	-2.5	4	124

No.	GLD-1 RNA inh	GRK2 aptamer HTS	VLA-4 inh	AGP1 TOR yeast
13	8	0	1	113
14	1	0	6	102
15	6	3	9	98
16	1	3	3	119
17	0	0	3	93
18	3	0	7	103
19	-1	0	-10	97
20	-8	0	-1	99
21	4	1	21	105
22	-6	0	16	103
23	-1	2	-6	95
24	-3	0	19	106

(more compounds)
No.	smiles	MCL1 BIM primary	CIT2-GFP yeast	MEX-5 binding	Bcl-xL primary	Yeast superoxide
25	O=C(c1ccc[nH]c1=S)N1CCN(S(=O)(=O)c2ccc(Br)cc2Cl)CC1	2	92	1.2	9	103
26	O=[N+]([O-])c1ccc2nc(CCCO)[nH]c2c1	3	100	0.2	7	94
27	COc1ncnc2c1N[C@@](C)(O)c1c(F)c(F)c(F)c(F)c1S2	10	94	0.1	1	92
28	CSc1ccccc1NC(=O)c1cccs1	-3	117	3.0	5	110
29	CN1CCN(CCCN(Cc2ccco2)C(=S)Nc2ccc(Cl)cc2)CC1	6	102	-3.0	2	107
30	COc1ccc(-c2ccc(/C=N/N3C(=O)C4C5C=CC(C6CC56)C4C3=O)o2)c([N+](=O)[O-])c1 (centres undefined)	39	93	2.4	31*	98
31	O=C(Cn1cc(S(=O)(=O)N2CCN(c3ccccc3F)CC2)c2ccccc2c1=O)NCCCN1CCCCCC1	4	90	1.5	3	99
32	CC1CC(O)(CC(O)(c2ccccc2)c2ccccc2)C(C)CN1C (centres undefined)	-1	?	0.2	-1	99
33	Cc1cc(C)c2nc(N3CCN(C(=O)c4cccs4)CC3)sc2c1	11	75	0.1	2	121
34	Cc1cccc(Nc2ccc(NCc3ccccc3)nn2)c1	0	87	-1.7	6	94
35	Cn1cc(S(=O)(=O)N2CCCC2)cc1C(=O)O	·	95	·	·	99
36	COc1ccc(OC)c(S(=O)(=O)N2CCCC(C(=O)N3CCOCC3)C2)c1 (centres undefined)	2	106	-1.8	-2	93

No.	GLD-1 RNA inh	GRK2 aptamer HTS	VLA-4 inh	AGP1 TOR yeast
25	5	2	17	96
26	5	0	-1	107
27	8	3	10	92
28	-2	24	-8	95
29	-7	0	6	107
30	20	3	0	108
31	-3	0	-1	100
32	0	0	7	?
33	3	·	14	97
34	6	0	9	98
35	0	22	1	91
36	-5	2	17	103

(more compounds)
No.	smiles	MCL1 BIM primary	CIT2-GFP yeast	MEX-5 binding	Bcl-xL primary	Yeast superoxide
37	CCOC(=O)c1ccc(NC(=O)CN2CCN(C(=O)c3ccco3)CC2)cc1	12	103	1.1	6	105
38	COC(=O)C(CC(C)C)NC(=O)c1ccc([N+](=O)[O-])c(C)c1 (centres undefined)	6	101	0.0	7	105
39	CCCCn1c(N)c(N(CCC(C)C)C(=O)C2CC(=O)N(c3ccc4c(c3)OCCO4)C2)c(=O)[nH]c1=O (centres undefined)	-20	92	-4.3	-11	103
40	CCCCc1nnc(NC(=O)CSc2nc(=O)cc(N)n2-c2cccc(C)c2)s1	5	97	0.7	2	107
41	Cc1ccc(S(=O)(=O)/N=C(\N)Nc2nc(C)c3ccccc3n2)cc1	-6	91	0.8	-4	81
42	COC(=O)C1CN(C(=O)C(C)Oc2ccc(F)cc2)c2ccccc2O1 (centres undefined)	-12	97	-3.1	2	110
43	c1ccc(-c2cc3c(N4CCN(c5ncccn5)CC4)ncnc3s2)cc1	10	89	-3.8	5	105
44	CCCn1nc(C(=O)Nc2nc3ccccc3[nH]2)c2ccccc2c1=O	6	105	1.0	0	102
45	O=[N+]([O-])c1ccc(Sc2nnnn2-c2ccccc2)c(Cl)c1	-1	91	-0.7	-2	107
46	O=C(O)c1ccc(OC(F)(F)C(F)C(F)(F)F)cc1 (centres undefined)	1	88	-3.4	0	97
47	COc1ccc(N2CCN(C(c3cc4cc(C)ccc4[nH]c3=O)c3nnnn3Cc3ccccc3)CC2)cc1 (centres undefined)	8	99	0.7	6	96
48	Cc1cc2cc(CN(C(=O)C3CC3)C3CCCC3)c3nnnn3c2cc1C	3	97	0.6	4	103
49	O=C(NCc1ccccn1)[C@@H]1C[C@H]1[C@@H](NP(=O)(c1ccccc1)c1ccccc1)c1ccccc1	4	100	1.9	1	93
50	Cc1ccc(NS(=O)(=O)c2ccc(NS(=O)(=O)c3cccs3)cc2)cc1	-2	96	-0.4	0	101
51	CCc1ccccc1NC(=O)C1CCN(C(=O)c2cccs2)CC1	-4	101	0.3	1	107

No.	GLD-1 RNA inh	GRK2 aptamer HTS	VLA-4 inh	AGP1 TOR yeast
37	2	0	-6	97
38	-2	3	1	107
39	-2	7	-8	95
40	0	0	9	102
41	-8	2	4	92
42	1	3	12	97
43	1	3	9	97
44	2	0	-3	108
45	0	1	7	98
46	-1	76*	3	101
47	6	3	0	98
48	-1	0	1	102
49	-2	1	-1	96
50	5	3	11	101
51	-1	0	-3	103

Molecules listed so far containing bromine, in the order listed:
No.	smiles	MCL1 BIM primary	CIT2-GFP yeast	MEX-5 binding	Bcl-xL primary	Yeast superoxide
23	O=C(N/N=C\c1cc(Br)cs1)c1ccncc1	3	83	-0.4	1	99
25	O=C(c1ccc[nH]c1=S)N1CCN(S(=O)(=O)c2ccc(Br)cc2Cl)CC1	2	92	1.2	9	103

No.	GLD-1 RNA inh	GRK2 aptamer HTS	VLA-4 inh	AGP1 TOR yeast
23	-1	2	-6	95
25	5	2	17	96
